Rac1 wt GTP bind – wildtype Rac1 GTP binding modulators, primary screen, biochemical, GST-Rac1 beads, flow cytometry, multiplex; AID 757, 2007; fluorescent GTP binding; actives lie on both sides; 0 = cold GTP competed, 100 = untreated; 190,000 compounds, 0.27% hits; Ras-related C3 botulinum toxin substrate 1 (Homo sapiens), P63000; GTP binding activity (% of control), % at 10 µM;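 active means GTP binding activity at least 20 points away from the 100% control level, either lower or higher; inconclusive means compound flagged as likely green fluorescent, judged across all proteins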
Mcl1 Bid PPI – Mcl-1/Bid binding inhibitors, primary screen, biochemical, TR-FRET, 1536-well | Induced myeloid leukemia cell differentiation protein Mcl-1 (Homo sapiens), Q07820 | TR-FRET Mcl-1/Bid-Dy647 peptide binding | inhibition, % at 21.7 µM | 220,000 compounds, 0.97% hits | AID 1021, 2008;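 active means compounds that cut the binding signal by more than half at the single screening dose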;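 further: His-tagged Mcl-1 with europium anti-His antibody binding Bid BH3 peptide; 0% = Mcl-1 plus peptide wells and 100% = peptide-only wells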
Target sequence (Q07820 whole entry, looked up): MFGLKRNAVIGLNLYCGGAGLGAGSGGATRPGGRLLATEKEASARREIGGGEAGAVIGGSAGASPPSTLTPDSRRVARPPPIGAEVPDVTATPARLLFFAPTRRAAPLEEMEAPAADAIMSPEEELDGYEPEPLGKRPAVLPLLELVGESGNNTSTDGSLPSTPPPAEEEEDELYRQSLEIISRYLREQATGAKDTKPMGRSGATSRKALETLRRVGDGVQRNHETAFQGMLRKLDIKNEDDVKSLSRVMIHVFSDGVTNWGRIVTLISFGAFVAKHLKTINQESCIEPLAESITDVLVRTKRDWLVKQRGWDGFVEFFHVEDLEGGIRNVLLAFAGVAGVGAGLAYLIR
Rab7 wt GTP bind – modulators of GTP binding to Rab7, primary screen, biochemical, wildtype, multiplex bead flow cytometry | GST-Rab7 beads, fluorescent GTP binding; actives lie on both sides; untreated = 100%, excess cold GTP = 0% | Rab7 GTPase wild type (dog), Bodipy-FL-GTP binding | GTP binding activity (percent of control), % at 10 µM | 190,000 compounds, 0.055% hits;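 active means fluorescent GTP binding to Rab7 beads changed by at least 20 points from the 100% baseline, either direction, mostly lower; inconclusive means compound itself probably fluorescent, or too few beads counted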;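 further: median green fluorescence of bound Bodipy-FL-GTP per Rab7 bead population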
Bim-Mcl-1 – inhibitors of Bim peptide binding to Mcl-1, primary screen, biochemical, bead-based flow cytometry, multiplex. Induced myeloid leukemia cell differentiation protein Mcl-1 (Homo sapiens), Q07820. Bim peptide-Mcl-1 binding. inhibition, % at 10 µM. 190,000 compounds, 0.1% hits; in the data active means inhibition above about 40%;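 further: 0% = no compound tracer wells and 100% = peptide blocker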
Rab2 wt GTP – modulators of GTP binding to Rab2A wildtype, primary screen, biochemical, dog, bead-based flow cytometry, multiplex. Ras-related protein Rab-2A (Canis lupus familiaris), P61105. GST-Rab2 wt beads, Bodipy-GTP binding. GTP binding activity, % at 10 µM. 190,000 compounds, 0.19% hits;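 active means GTP binding activity at least 20 points away from 100%, either lowered or raised; inconclusive means signal likely due to the compound's own green fluorescence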;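 further: 0% = beads with excess unlabeled GTP and 100% = no-compound control corrected for plate trend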
Cdc42 wt GTP – modulators of GTP binding to wildtype Cdc42, primary screen, biochemical, multiplex bead flow cytometry, Bodipy-GTP | Cell division control protein 42 homolog (Homo sapiens), P60953 | GST-Cdc42 beads; actives lie on both sides | percent activity (GTP binding), % at 10 µM | AID 761, 2007 | 190,000 compounds, 0.2% hits;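 active means percent activity GTP binding at least 20 points away from the 100% baseline, either down as inhibitor or up as activator; inconclusive means compound flagged as likely green fluorescent from well-wide comparison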;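 further: median bead fluorescence of bound Bodipy-FL-GTP at 100 nM; 0% = excess unlabeled GTP control and 100% = no compound control; below 100% means less GTP binding so inhibitor and above means activator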
Target sequence (P60953 whole entry, looked up): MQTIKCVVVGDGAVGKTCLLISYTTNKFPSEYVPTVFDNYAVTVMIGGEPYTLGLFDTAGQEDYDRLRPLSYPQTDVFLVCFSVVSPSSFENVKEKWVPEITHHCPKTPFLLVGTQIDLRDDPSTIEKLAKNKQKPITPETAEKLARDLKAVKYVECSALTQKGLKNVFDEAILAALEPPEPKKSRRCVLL
HRas wt GTP – modulators of GTP binding to HRas wildtype, primary screen, biochemical, bead-based flow cytometry, multiplex | GTPase HRas (Homo sapiens), P01112 | GST-Ras wt beads, Bodipy-FL-GTP binding; actives lie on both sides | GTP binding activity, % at 10 µM | 190,000 compounds, 0.14% hits;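 active means GTP binding activity at least 20% away from the 100% baseline, either lowered as inhibitor or raised as activator; inconclusive means flagged as likely green fluorescent, judged across all proteins in the well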;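 further: 0% = unlabeled GTP competition control and 100% = no-compound control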
Target sequence (P01112 whole entry, looked up): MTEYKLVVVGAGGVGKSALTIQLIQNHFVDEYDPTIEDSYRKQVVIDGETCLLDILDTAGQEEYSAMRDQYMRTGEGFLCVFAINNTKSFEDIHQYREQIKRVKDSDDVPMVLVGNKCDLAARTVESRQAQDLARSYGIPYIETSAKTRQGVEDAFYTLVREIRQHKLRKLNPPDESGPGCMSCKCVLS
Mcl1-Noxa inh – Mcl-1/Noxa binding inhibitors, primary screen, biochemical, TR-FRET, 1536-well | Induced myeloid leukemia cell differentiation protein Mcl-1 (Homo sapiens), Q07820 | 220,000 compounds, 1.5% hits | TR-FRET Mcl-1/Noxa peptide binding, 2 h | inhibition, % at 21.7 µM | AID 1022, 2008;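 active means compounds that cut the protein-peptide binding signal by more than 50% relative to plate controls in a single-dose test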;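 further: His-tagged Mcl-1 with rhodamine Noxa BH3 peptide and terbium anti-His antibody; 0% = Mcl-1 plus Noxa peptide wells and 100% = peptide-only wells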
Pf gametocyte – late stage P. falciparum gametocyte viability inhibitors, primary screen, ATP luminescence, HTS; P. falciparum stage V gametocytes, 24 h; inhibition, % at 10.9 µM; 150,000 compounds, 0.065% hits; AID 743093, 2013;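 active means inhibition above the mean plus 3 SD of compounds within the control limits, set per campaign, cut at about 38% in these data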;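 further: 0% = DMSO wells and 100% = medium only without gametocytes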
Rac1 mut GTP – GTP binding modulators of activated mutant Rac1, primary screen, biochemical, bead-based flow cytometry, multiplex, fluorescent GTP; Ras-related C3 botulinum toxin substrate 1 (Homo sapiens), P63000; GST-Rac1 activated beads; actives lie on both sides; 100% means binding = to untreated wells; percent activity (GTP binding), % at 10 µM; 190,000 compounds, 0.11% hits; AID 764, 2007;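 active means GTP binding at least 20 percentage points away from the 100% baseline, in either direction, so actives lie on both sides; inconclusive means Compound likely fluorescent itself, or too few beads counted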
RGS8-Gao reg – RGS8-Galphao binding modulators, primary screen, biochemical, multiplexed bead flow cytometry; 220,000 compounds, 0.34% hits; actives lie on both sides; Guanine nucleotide-binding protein G(o) subunit alpha (Homo sapiens), P09471; AID 1423, 2008; response (percent of control binding), % at 10 µM; in the data active means response below about 60% or above about 140%; inactive means in between;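 further: Galphao activated as the GDP aluminium fluoride complex binding bead-coupled RGS8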
Target sequence (P09471 whole entry, looked up): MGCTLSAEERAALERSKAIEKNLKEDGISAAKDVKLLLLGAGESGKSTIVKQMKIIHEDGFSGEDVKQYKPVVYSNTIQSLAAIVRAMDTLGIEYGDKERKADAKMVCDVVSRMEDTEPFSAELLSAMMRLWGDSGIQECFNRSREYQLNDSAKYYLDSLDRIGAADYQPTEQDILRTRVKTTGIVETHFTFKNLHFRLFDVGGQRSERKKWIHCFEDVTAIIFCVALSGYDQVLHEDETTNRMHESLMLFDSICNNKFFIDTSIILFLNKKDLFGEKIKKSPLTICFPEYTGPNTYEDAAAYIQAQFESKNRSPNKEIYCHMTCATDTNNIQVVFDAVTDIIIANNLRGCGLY
Numbers without * were called inactive; ? = inconclusive; . = no result given; [ ] = remark or other dose.

smiles	Rac1 wt GTP bind	Mcl1 Bid PPI	Rab7 wt GTP bind	Bim-Mcl-1	Rab2 wt GTP	Cdc42 wt GTP	HRas wt GTP	Mcl1-Noxa inh	Pf gametocyte	Rac1 mut GTP	RGS8-Gao reg
CC(C)C(=O)N(Cc1ccccc1)c1ccccn1	103	2	104	-1	102	101	101	12	.	99	113
CNC(=O)COC(=O)/C=C/c1ccc(F)cc1	100	-7	107	0	99	97	99	-15	12	96	97
CCCCC1CC1C(=O)Nc1ccc(OC)c(OC)c1 (stereo not given)	98	1	95	-1	98	101	99	13	.	96	105
O=C1CC(c2ccccc2)CN1C(=O)c1ccccc1 (stereo not given)	103	-3	103	-4	99	102	100	13	-4	98	99
C=CCN(c1cccc(C(F)(F)F)c1)S(=O)(=O)c1cccc(C(=O)OCC(=O)Nc2ccccc2)c1	99	0	95	-1	99	96	100	5	-5	99	107
Cc1cc(OC(=O)c2cc(Cl)nc3ccccc23)ccc1Cl	100	-7	102	0	100	98	100	6	-11	97	104
O=C(c1cc2ncc(Br)cn2n1)N1CCCCC1	103	-5	97	-1	99	100	99	9	14	96	97
CC(=O)c1ccc(NC(=O)C(C)Sc2ccccn2)cc1 (stereo not given)	97	-16	97	0	95	100	94	9	26	94	104
Cc1ccc(F)cc1CNC(=O)c1cc(COc2ccc3ncccc3c2)on1	?	-5	?	-1	?	?	?	1	14	?	100
CCNC(=S)N/N=C1\C(=O)c2cccc3cccc1c23	107	-34	105	3	101	104	105	-5	17	101	101
Cc1c(C(=O)Nc2ccc(N3CCOCC3)cc2)oc2ccccc12	96	-26	97	0	97	97	97	36	6	96	100
COc1ccc(NC(=O)/C(C#N)=C\c2ccc(N3CCOCC3)o2)cc1	100	-44	100	-9	99	96	98	-1	14	96	99
O=C(OC1Cn2c(=O)ccc(=O)n2C1)c1ccccc1	106	-3	99	-2	101	104	104	-1	.	104	102
CCN(CC)C(=O)CN1CCN(c2ncccn2)CC1	101	56*	99	-6	102	104	101	0	.	98	142*[activator]
CCOC(=O)C1=NN(C(=O)c2ccco2)C2(CC2)C1	106	-9	104	-1	102	104	102	11	6	99	101
C=CCN1CCN(c2ccncc2S(=O)(=O)N2CCOCC2)CC1	100	-19	95	0	96	96	98	-15	-9	97	101
CC(=O)Nc1sc(N/N=C\c2ccccc2Cl)nc1-c1cccs1	105	7	100	-2	95	103	98	61*	21	97	101
Cc1ccc(NC(=O)c2cc(-c3ccc(C)o3)nc3ccccc23)cc1	100	-17	101	1	98	100	100	36	.	99	89
COc1ccccc1NC(=O)c1cc(S(=O)(=O)NCc2ccccc2)ccc1F	101	-14	98	0	102	101	98	3	-12	100	107
COc1cc(NC(=O)c2ccco2)c(OC)cc1NC(=O)CCC(=O)Nc1cccc(C)c1C	105	-66	95	0	97	104	100	-9	-24	101	98
COc1ccc(N(C)S(=O)(=O)c2cccc(C(=O)NC3=NCCS3)c2)cc1	105	3	100	1	102	103	101	-1	.	100	99
CC(=C/C(=O)O)/C=C/c1ccc(Cl)o1	99	-57	97	0	97	98	100	0	.	95	104
Cc1cc(C(=O)Nc2nnc(C(F)(F)F)s2)no1	102	14	102	2	101	102	103	0	.	98	98
C=CCc1cccc(/C=N/NC(=O)c2ccccc2OC)c1O	96	-21	89	0	100	97	99	11	.	96	98
Cc1ccc(NC(=O)COc2ccc(C3SCCS3)cc2)cc1	104	-14	96	-4	100	103	101	-2	-22	102	104
Cc1ccc2[nH]c(SCC(=O)N3CCOCC3)nc2c1C	97	-23	101	2	99	98	99	0	.	95	99
CC(=O)COc1ccc2c(C)c(-c3ccccc3)c(=O)oc2c1	100	-6	103	-2	100	99	97	15	-6	98	96
COc1ccccc1NC(=O)C1=C(C)Nc2nc3ccccc3n2C1c1cccs1 (stereo not given)	104	-6	100	-8	99	102	102	18	.	100	101
C=CCn1c(SCC(=O)Nc2cc(C)on2)nnc1C1COc2ccccc2O1 (stereo not given)	101	1	95	-1	96	100	98	13	5	97	106
CN(C)CCNC(=O)/C(=C/c1cccc([N+](=O)[O-])c1)NC(=O)c1ccccc1	101	9	94	-4	96	103	97	-1	21	98	124
O=C(N=C1SCC(=O)N1c1ccccc1)c1ccco1	100	-11	96	-1	101	102	102	-1	.	100	102
C=CCc1c(C)nc(SCCC)[nH]c1=O	101	3	97	-3	95	101	99	98*	7	98	106
Cc1nc(SCC(=O)NCc2ccccc2)c2c(=O)n(C)c(=O)n(C)c2n1	105	-9	104	0	100	101	104	11	.	100	100
COc1ccc(/C=N/NC(=O)C(O)(c2ccccc2)c2ccccc2)cc1OC	104	0	99	-1	98	99	96	17	-6	96	92
CC(C)(C)CN1CCNC(=O)C1CC(=O)NCCc1ccccc1C(F)(F)F (stereo not given)	95	-40	102	0	98	95	98	-3	3	95	99
CC(C)c1ccc(C2NC(=S)NC3=C2C(=O)CCC3)cc1 (stereo not given)	103	-8	96	3	98	101	98	-14	9	99	104
CCOC(=O)C1=C(c2ccccc2)NC(SCC)=C(C#N)C1c1cccnc1 (stereo not given)	97	3	101	-1	99	98	98	-6	-10	95	105
CCC(=O)N1CCc2cc(S(=O)(=O)NCCC(=O)N3CCc4ccccc4C3)ccc21	100	-12	103	0	102	101	100	-3	0	98	100
O=[N+]([O-])c1ccc(Sc2n[nH]c(-c3ccc(Cl)cc3Cl)n2)nc1	97	-12	101	-4	97	95	97	-20	.	96	97
Cc1csc(SCC(=O)NC(=O)NCc2ccccc2)n1	105	-14	100	-2	101	102	103	4	22	99	99
NC(=S)N/N=C/c1ccc(Br)o1	93	-39	94	-2	93	93	92	5	16	93	102
CN(C)C(=O)N1CCC(C(=O)NCc2ccccc2Cl)CC1	92	-11	93	0	96	95	96	-16	.	94	89
CC1CCCCN1S(=O)(=O)c1ccc(N(C(=O)c2cnccn2)C(C(=O)NC2CCCC2)c2cccs2)cc1 (stereo not given)	107	-23	99	-1	101	100	102	-6	10	102	102
CCn1c(SCC(=O)N/N=C/C=C\c2ccco2)nc2ccccc21	99	-42	98	-3	96	96	97	18	15	97	101
O=C(COC(=O)C1CC(=O)N(Cc2ccccc2)C1)c1ccc(Br)cc1 (stereo not given)	106	-26	103	-8	100	100	101	11	8	100	96
CC1CC(C)CN(C(=O)CSCC(=O)Nc2nc(-c3cccs3)cs2)C1 (stereo not given)	98	-2	96	-4	97	97	99	10	.	98	101
O=C1c2ccccc2C(=O)N1CCC1=CCCCC1	107	-19	98	-2	96	105	102	-1	-34	96	103
O=C(O)c1ccccc1C(=O)c1ccc2c(c1)N(Cc1ccc(Cl)c(Cl)c1)C(=O)CO2	96	-3	94	2	95	92	96	20	.	92	104
CC(=O)c1ccc(OC(C)C)c(CC(C(N)=O)C(N)=O)c1	101	-15	101	-3	105	103	103	3	.	101	99
COC(=O)C1(S(=O)(=O)c2ccc(C)cc2)CCOCC1	103	-26	100	1	102	102	100	-16	.	100	100
CC(=O)c1cc2c(cc1NC(=O)CCNC(=O)c1ccccc1Cl)OCO2	105	-46	101	-2	107	107	108	2	.	103	100
NC(=O)C1CCN(C(=O)CSc2nc3ccccc3o2)CC1	99	2	99	-3	98	96	99	15	.	96	103
Cc1ccc(N/C=C/C(=O)c2sc(-c3ccccc3)nc2C)cc1	98	-26	100	0	95	97	96	10	-11	95	90
O=C(CN1C2=NCCN2c2ccccc21)c1ccc(Br)cc1	107	2	102	-1	102	104	102	10	3	100	107
COc1ccc(C2CC(c3cccc(OC)c3OC)n3nnnc3N2)cc1 (stereo not given)	104	7	102	-3	102	100	99	10	-4	101	99
CN(C)c1cccc2c(/C=N/O)ccc(N(C)C)c12	94	-39	96	0	98	95	95	12	.	93	119
O=C(Nc1ccccc1)c1cc([N+](=O)[O-])ccc1NCc1cccnc1	106	-12	99	-4	99	101	100	9	.	97	102
Cc1cc(C)c(S(=O)(=O)Nc2ccnc(-c3cccnc3)n2)c(C)c1	93	-15	105	-2	95	94	96	-48	-16	94	99
Cc1cc(C(=O)NNC(=S)NCc2ccco2)nn1C	95	-57	94	0	94	94	95	-3	.	96	100
Cc1nonc1OCCCNc1ccc([N+](=O)[O-])cc1Cl	100	-1	99	-1	99	98	98	6	.	97	103

Next results follow:
smiles	Rac1 wt GTP bind	Mcl1 Bid PPI	Rab7 wt GTP bind	Bim-Mcl-1	Rab2 wt GTP	Cdc42 wt GTP	HRas wt GTP	Mcl1-Noxa inh	Pf gametocyte	Rac1 mut GTP	RGS8-Gao reg
C=C(C)c1cccc(C(C)(C)NC(=O)N2CCC(C(N)=O)CC2)c1	96	-21	94	0	96	96	95	-2	6	96	106
CSCCC(NC(=O)c1ccccc1)C(=O)OCC(=O)N(C)CCC#N (stereo not given)	100	-28	96	-1	96	97	98	-4	-8	96	101
Cc1cc(C(=O)NC(C)c2ccncc2)cs1 (stereo not given)	103	-19	100	-2	98	102	100	18	-11	97	100
CCc1nnc(NC(=O)CC(=O)Nc2ccccc2C(=O)O)s1	109	-27	102	-1	97	101	102	-1	.	97	.
CCCc1c(C)nc2ccccc2c1SCCC#N	104	-2	100	-1	99	104	101	27	19	101	95
O=[n+]1c2c(n([O-])c3c1CCC3)CCCC2	105	1	99	-3	96	98	98	8	-3	99	128
Cc1cc(=O)n2[nH]c(C)cc2n1	97	-10	96	-1	97	96	95	11	-18	95	99
S=C1NC(c2cccs2)=CC(c2ccc(Br)cc2)N1 (stereo not given)	101	-24	102	-6	99	104	100	7	16	99	100
O=C(CSc1nnc(CNc2ccc(F)cc2)o1)N1CCCc2ccccc21	104	-11	98	-7	99	101	100	11	-2	99	100
Cc1ccc(CNc2nc(N)c([N+](=O)[O-])c(Nc3cccc(F)c3)n2)cc1	100	-15	100	0	99	100	100	-4	9	98	105

Screens as filed in PubChem BioAssay.
